Screening data: PubChem BioAssay, several laboratories
NPY-Y1 antag – NPY-Y1 receptor antagonists, primary screen, cell-based; Neuropeptide Y receptor type 1 (Homo sapiens), P25929; HEK293-CNG Y1 cells, membrane potential fluorescence; NPY at EC95, then isoproterenol; AID 1040, 2008; 200,000 tested, 1% active; inhibition, % at 3.6 µM;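 active = inhibition above the campaign mean inhibition of all tested compounds plus 3 SD, cut at about 20% in these data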;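 also: 0% = DMSO wells given NPY plus isoproterenol and 100% = isoproterenol alone without NPY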
Target sequence (P25929 whole entry, looked up): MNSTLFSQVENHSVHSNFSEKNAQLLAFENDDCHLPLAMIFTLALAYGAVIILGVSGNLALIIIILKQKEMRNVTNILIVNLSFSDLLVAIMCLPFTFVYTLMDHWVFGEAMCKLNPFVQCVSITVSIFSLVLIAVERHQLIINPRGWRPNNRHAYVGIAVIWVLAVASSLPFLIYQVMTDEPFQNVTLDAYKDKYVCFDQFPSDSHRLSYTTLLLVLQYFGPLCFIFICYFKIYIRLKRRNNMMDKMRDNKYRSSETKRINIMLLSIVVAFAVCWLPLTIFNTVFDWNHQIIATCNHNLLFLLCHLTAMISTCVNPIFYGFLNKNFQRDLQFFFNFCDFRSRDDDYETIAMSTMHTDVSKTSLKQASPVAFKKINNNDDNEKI
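material = HEK293 cells with Y1 receptor plus CNG channel | also added = NPY 25 nM then isoproterenol 1 µM plus Ro 20-1724 25 µM | schedule = dye 3 h, compound 60 min room temperature, stimulation 45 min | measured by = membrane potential fluorescence | benchmarks = high control isoproterenol alone, low control NPY with isoproterenol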
S1P4 ag – S1P4 receptor agonists, primary screen, cell-based; S1P4-expressing cell line, agonist reporter assay; AID 1509, 2009; 220,000 tested, 0.35% active; activation, % at 4.98 µM; in the data active = activation above about 11%;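 also: 0% = DMSO vehicle and 100% = reference agonist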
Target sequence (O95977 whole entry, looked up): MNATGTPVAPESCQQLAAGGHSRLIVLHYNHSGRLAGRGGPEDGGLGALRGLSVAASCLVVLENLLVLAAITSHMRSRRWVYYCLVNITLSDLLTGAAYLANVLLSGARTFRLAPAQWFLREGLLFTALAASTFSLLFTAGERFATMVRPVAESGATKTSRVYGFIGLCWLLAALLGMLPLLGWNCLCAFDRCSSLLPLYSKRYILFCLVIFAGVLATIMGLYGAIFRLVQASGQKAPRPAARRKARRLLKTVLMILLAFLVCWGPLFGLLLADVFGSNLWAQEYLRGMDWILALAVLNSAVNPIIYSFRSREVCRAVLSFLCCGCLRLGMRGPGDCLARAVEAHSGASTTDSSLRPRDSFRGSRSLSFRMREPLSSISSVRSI
RBBP9 inh – human RBBP9 inhibitors, primary screen, biochemical, fluorescence polarization, FP-Rh probe, HTS; Serine hydrolase RBBP9 (Homo sapiens), O75884; recombinant RBBP9; AID 1515, 2009; 220,000 tested, 0.2% active; inhibition, % at 7.94 µM;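 active = inhibition above the campaign mean of all tested compounds plus 3 SD, cut at about 14% in these data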;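 also: plate controls were DMSO wells with RBBP9 for no effect and wells lacking RBBP9 protein for full effect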
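System: RBBP9 protein / Quantity: 2.5 µM RBBP9 dispensing solution, before mixing / Also added: Serine-hydrolase probe FP-Rh, 375 nM pre-mixing / Dosing: 7.94 µM single dose, 0.794% DMSO / Timing: enzyme-compound preincubation 30 min, then probe labeling 45 min, 25 °C / Signal: FP readout at 525/598 nm / Controls: DMSO-treated enzyme wells and wells lacking RBBP9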
Ba/F3 V617F tox – reduced viability of JAK2V617F-dependent Ba/F3 cells, primary screen, JAK2V617F inhibitor project, cell-based, Ba/F3 EpoR-JAK2V617F, luminescence. ATP luminescence. inhibition, % at 5.6 µM. 220,000 tested, 1.1% active;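 active = inhibition above the campaign mean plus 3 SD over all tested compounds, cut at about 24% in these data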;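 also: cytokine-independent growth of Ba/F3 cells driven by EpoR plus mutant JAK2; 0% = DMSO-treated cells and 100% = JAK inhibitor I control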
Runt-CBFb FRET – inhibitors of RUNX1 Runt–CBFb binding, primary screen, biochemical, FRET, Cerulean-Runt, Venus-CBFb, uHTS. 220,000 tested, 0.46% active. Runt-related transcription factor 1 (Homo sapiens) + Core-binding factor subunit beta …. inhibition, % at 20 µM. AID 1496, 2009. Cerulean-Runt/Venus-CBFb FRET ratio 530/480, 1 h;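 active = inhibition over about 50% at 20 µM in the single-dose screen, limit read from the data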;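 also: 0% = DMSO wells and 100% = excess unlabeled CBFb competitor control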
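System: Cerulean-labeled Runt domain protein | Quantity: 100 nM of each labeled protein | Schedule: 1 h compound exposure, room temperature | Detection: Fluorescence energy transfer, 422 nm excitation, 530/480 nm emission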
NPY2 pot ag – NPY-Y2 potentiators or agonists, primary screen, cell-based | Neuropeptide Y receptor type 2 (Homo sapiens), P49146 | cells expressing NPY-Y2, potentiator/agonist read-out | 220,000 tested, 0.45% active | AID 1359, 2008 | activation, % at 3.6 µM; in the data active = activation above about 27%;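 also: cells stimulated with NPY near EC25 plus isoproterenol at EC100; 0% = vehicle plus submaximal agonist and 100% = vehicle plus saturating agonist; some results beyond the cut were filed as inactive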
NPY1 pot ag – NPY-Y1 receptor potentiators or agonists, primary screen, cell-based; activation, % at 3.6 µM; NPY-Y1 expressing cells, potentiator/agonist activation; 220,000 tested, 0.37% active; in the data active = activation above about 33%, passing the limit was not always enough;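 also: cells stimulated with NPY at EC10 then isoproterenol at EC100; 0% = low agonist plus stimulus and 100% = saturating agonist plus stimulus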
BaF3 tox – parental Ba/F3 cell viability inhibition, counter-screen for JAK2V617F inhibitor project, murine pro-B, CellTiter-Glo luminescence. inhibition, % at 5.6 µM. 220,000 tested, 1.1% active. CellTiter-Glo ATP luminescence. AID 1486, 2009;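 active = inhibition above a per-campaign cutoff, the mean inhibition of all tested compounds plus 3 SD, cut at about 27% in these data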;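 also: 0% = DMSO wells and 100% = JAK Inhibitor I control wells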
S1P4 antagonist – S1P4 receptor antagonists, primary screen, cell-based; Sphingosine 1-phosphate receptor 4 (Homo sapiens), O95977; S1P4-expressing cells, antagonist mode, reporter read-out; inhibition, % at 4.98 µM; 220,000 tested, 0.26% active; AID 1510, 2009; in the data active = inhibition above about 29%;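 also: 0% = wells stimulated with agonist and 100% = vehicle wells without agonist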
An asterisk follows results filed as active; x = no result given.

structure	Runt-CBFb FRET	NPY1 pot ag	S1P4 antagonist	RBBP9 inh	BaF3 tox	NPY-Y1 antag	S1P4 ag	Ba/F3 V617F tox	NPY2 pot ag
CC(=O)c1ccc(OC(=O)c2cccs2)cc1	0	-6	-3	-6	5	2	1.5	2	10
COc1cccc(CNC(=O)CCS(=O)(=O)c2cccc3nonc23)c1	1	-11	-6	0	8	-2	-0.9	4	-2
CN1CCN(C(=O)Nc2ccccc2CC[N+](=O)[O-])CC1	0	-4	9	-4	9	-3	-1.6	-1	-12
CCc1nn2c(N(C)CCO)cc(C)nc2c1-c1ccc(F)cc1	0	7	-2	-14	9	3	0.9	2	-9
COc1cccc(CNC(=O)CCC2CCCN(C(=O)c3cscn3)C2)c1 (centres undefined)	0	7	-16	-4	4	4	0.2	-2	10
Cc1ccc2nc(Cl)c(C3CC(c4ccco4)=NN3C(=O)CCCC(=O)O)cc2c1 (centres undefined)	4	-7	8	2	-3	x	0.3	-1	-4
COc1ccccc1C(=O)Nn1cnc2ccccc2c1=O	0	2	-18	-5	5	1	0.8	-2	2
CC(C)NC(=O)COc1ccc(OCc2ccccc2)cc1	-2	-9	-15	-8	7	-2	0.5	-2	-7
O=C(c1noc2c1CCCCC2)N1CCOCC1	1	-3	-12	2	1	-3	-0.5	-6	6
CN1C(=O)C(O)(CC(=O)/C=C/c2ccco2)c2cc(Br)ccc21 (centres undefined)	11	3	6	-1	6	-1	-1.2	0	9
C#CCNC(=O)C1=C[C@@H](c2csc3ccccc23)C[C@@H](OCc2ccc(CO)cc2)O1	-4	-11	0	-6	-1	5	0.2	0	-30
Cc1ccnc2nc(C(=O)OCCOc3cccc(Br)c3)nn12	-2	10	-3	-1	0	0	-1.1	-4	3
COc1ccc(CN(C(=O)COc2ccccc2)c2ccccc2C(=O)O)cc1	-1	-10	-5	-6	3	x	0.7	-1	-26
COc1cnc(N(C)C)nc1Sc1cccc(Cl)c1	-2	-15	-4	-6	1	6	-0.8	-2	-10
COC(=O)c1ccc(OC)c(OC)c1Cl	-1	-14	-8	-11	2	x	-0.7	1	-5
Nc1nc(SCC(=O)c2cccc([N+](=O)[O-])c2)n[nH]1	11	-23	-2	-2	-1	-2	1.8	-2	-11
NNc1nnnc2c1sc1nc(N3CCOCC3)c3c(c12)CCCC3	-2	8	2	-7	-3	x	0.4	-3	6
O=C(CCNC(=O)OCc1ccccc1)NC1CCCCCC1	2	-21	-2	-6	9	4	-0.6	-2	2
C/C(=N\NC(=O)c1cccnc1)c1ccc(OC2OCCOC2Oc2ccc(/C(C)=N/NC(=O)c3cccnc3)cc2)cc1 (centres undefined)	1	-13	-15	-10	-1	-2	-1.0	5	-1
O=C(Cn1nnc(-c2ccccc2NC(=O)c2ccccc2)n1)Nc1ccc2c(c1)OCCO2	0	6	-6	-11	3	-2	1.8	-3	11
CCOC(=O)COc1nc(-c2ccc(C)cc2)cc(-c2ccco2)c1C#N	-1	-46	-2	4	0	x	-0.5	-3	-28
Cc1ccc(-c2csc(NC(=O)CCCc3cccs3)n2)cc1	3	-14	-8	2	3	6	0.3	-1	0
Cc1ccc(C)c(N2CCN(S(=O)(=O)c3ccc4c(c3)OCCO4)CC2)c1	0	-39	-4	-8	2	7	-2.8	-3	-9
O=C(c1ccco1)c1n[nH]nc1-c1ccccc1	-1	15	-4	-10	3	-1	3.5	1	17
CN1CCN(C(=O)C2(NC(=O)Nc3ccccc3Cl)CCCCC2)CC1	-2	-18	-5	-1	3	-1	-0.6	4	-13

structure	Runt-CBFb FRET	NPY1 pot ag	S1P4 antagonist	RBBP9 inh	BaF3 tox	NPY-Y1 antag	S1P4 ag	Ba/F3 V617F tox	NPY2 pot ag
CCn1c(NC(C)=O)nc2ccccc21	-2	7	-25	-1	2	5	1.9	0	10
O=C(NC1=NCCS1)c1csc2ccccc12	3	12	-36	-1	3	-4	0.6	-1	-5
CCOC(=O)N1CCN(C(=O)CN(c2ccc(OCC)cc2)S(C)(=O)=O)CC1	-1	-6	4	-2	2	-6	-0.9	-3	6
CCOC(=O)CN(C)S(=O)(=O)c1ccc(-c2cc(C(=O)OC)sc2C(F)(F)F)cc1	-8	-35	0	-8	-1	x	-0.4	5	-21
O=C(CNC(=O)c1ccccc1)NCc1ccc(Cl)cc1	1	-7	8	-1	12	1	-0.3	4	-8
Cc1cccc(C)c1Nc1nnc(SCC(=O)Nc2ncc(C(F)(F)F)cc2Cl)s1	-2	-5	-9	-11	-2	0	0.4	1	-10
O=C(COC(=O)c1nc(Cl)ccc1Cl)NCc1ccccc1	0	2	5	5	6	6	0.3	0	19
CCCCn1nnnc1SCC(=O)Nc1ccc2c(c1)OCCO2	0	-16	9	-2	0	5	-0.7	0	0
CCCc1cc(C(=O)Nc2nccs2)cs1	-1	-4	-4	2	3	4	1.2	-5	13
CCOc1ccc(OCCCCN(C)C)cc1	-3	-2	-9	-7	-2	5	-1.5	-4	5
Cc1cc2nc3c(nc2cc1C)C(O)=C3O	2	6	2	-4	1	x	-0.8	-1	5
N#CCSc1nc2ccccc2c(=O)n1CC1CCCC1	-1	-31	-3	2	4	7	2.5	-1	-18
Nc1c(C(=O)Nc2ccccc2F)sc2nc(-c3cccnc3)ccc12	-3	-11	5	-6	1	x	-1.2	1	-10
COc1ccc(-c2nc[nH]c2[N+](=O)[O-])cc1	-1	9	5	-4	8	-2	-1.4	0	1
O=C(Nc1ccccc1)N(CCN1CCOCC1)Cc1cccc(Cl)c1	-4	-3	-7	-2	-2	0	-1.8	-3	-1
CCOc1cccc(C2NC(=S)NC(C)=C2C(=O)Nc2ccccc2)c1 (centres undefined)	1	20	-4	-5	7	-1	-1.1	0	14
Cc1ccc(CNC(=O)c2c(C)cc(=O)oc2C)cc1	0	22	-17	-6	6	1	1.4	2	5
CCC1(C)Cc2ccccc2-c2c1c(=O)n(-c1ccc(C)cc1)c1nnnn21 (centres undefined)	0	-11	-9	9	4	9	-2.4	-3	-3
CCC1(C(=O)OC)NC(c2ccco2)C2C(=O)N(c3ccc(C)cc3)C(=O)C21 (centres undefined)	2	-6	15	-6	1	2	-4.7	-4	3
O=c1cc(N2CCCCC2)c(-c2ccccc2)n[nH]1	-1	10	-9	-9	4	-2	0.0	3	-5
Cc1nnc(SCC(=O)Nc2ccc3c4c(cccc24)CC3)n1C	-3	3	16	-5	0	0	-0.3	-3	5
O=[N+]([O-])c1ccc(OCCO)c(P(=O)(c2ccccc2)c2ccccc2)c1	1	-5	-2	-8	-2	x	155*	3	-17
Cc1nc2ccccc2cc1C(=O)O	2	9	-12	-6	4	4	2.2	1	-11
Cc1c(CN2CCC(CO)(CCOc3ccccc3)CC2)[nH]c2c(Cl)cccc12	-1	-6	-9	-1	6	5	-1.6	2	-9
CC(=O)Nc1cccc(C(=O)/C=C/c2ccc(F)cc2)c1	2	6	46*	-5	-1	-9	-1.3	-7	-7

structure	Runt-CBFb FRET	NPY1 pot ag	S1P4 antagonist	RBBP9 inh	BaF3 tox	NPY-Y1 antag	S1P4 ag	Ba/F3 V617F tox	NPY2 pot ag
O=C(Cn1nnc(-c2ccccc2NC(=O)c2cccs2)n1)Nc1ccccc1	-2	0	-10	-7	1	0	1.8	0	-4
CN1C(=S)SC(N(O)C=C2C=CC(=O)C=C2)C1(C)C (centres undefined)	1	-28	-15	-6	4	4	-0.8	-2	0
O=C(COc1ccc(C(=O)c2ccccc2)cc1)NC1CCCCCC1	-3	-18	-12	-13	3	-1	-0.6	0	-8
COC(=O)c1ccc(N2C(=O)c3ccc(OC)c(OC)c3C2=O)cc1	-4	0	-15	-8	4	3	0.2	-2	15
Cc1cc(C)cc(NS(=O)(=O)c2ccc3c(c2)c(=O)n(C)c(=O)n3C)c1	2	4	2	-6	67*	-1	-3.2	49*	4
N/C(COc1cccc(Cl)c1)=N\O	1	0	2	8	2	x	-0.8	-3	-9
Cc1[nH]c(=O)[nH]c(=O)c1/C=N/NC(=O)[C@H](CC(C)C)NC(=O)OC(C)(C)C	2	0	-3	-2	4	6	-1.8	6	4
Cc1cc(NC(=O)CCc2ccc(C)o2)no1	4	-3	-6	-9	0	3	-0.2	3	-10
CN(C)CCCn1c(SCCN2C(=O)c3ccccc3C2=O)nc2ccccc2c1=O	0	-2	-18	1	14	1	-1.5	4	-7
CC(C)[C@H](NC(=O)c1cccc(S(=O)(=O)N2CCOCC2)c1)C(=O)Nc1nc2ccccc2s1	-4	2	2	0	3	1	-2.4	4	4
